Assay outcomes from PubChem.
Giardia FBPA inh = blocks Giardia fructose-bisphosphate aldolase activity; purified Giardia FBPA; A8B2U2; hit rate 0.71% among 290,000; Potency, µM (highest dose often 59.6 µM), for the others: at the highest dose activity, negative = inhibition, most hits filed as inhibitors; active = well fitted inhibition curve with a large enough effect; inconclusive = small, poorly fitted or top-dose-only effect, or effect the other way; also: nearly all actives have a fitted effect of over 55% in size
Target sequence (A8B2U2 whole entry, looked up): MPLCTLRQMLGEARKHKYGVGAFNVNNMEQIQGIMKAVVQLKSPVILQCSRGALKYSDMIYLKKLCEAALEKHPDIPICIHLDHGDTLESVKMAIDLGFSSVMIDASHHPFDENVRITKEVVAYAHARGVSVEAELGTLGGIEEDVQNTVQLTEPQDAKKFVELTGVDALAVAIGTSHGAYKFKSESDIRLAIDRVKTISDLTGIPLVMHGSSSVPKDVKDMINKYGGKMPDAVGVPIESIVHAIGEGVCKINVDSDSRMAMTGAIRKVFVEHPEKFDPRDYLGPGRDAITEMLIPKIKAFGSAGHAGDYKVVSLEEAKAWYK
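Giardia FBPA (40 nM reagent) was preincubated 10 min at RT with compound (up to 57.5 uM final), then substrate plus GAPDH/TPI/NAD/arsenate coupling system with diaphorase/resazurin was added; resorufin fluorescence (525/598 nm) was read after 20 min.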
An asterisk follows results filed as active; ? = inconclusive; & = joins results of further samples; [ ] = remark or other dose. % is scaled to controls: 0 for no effect and ±100 for the full control effect; potency is read from the fitted curve at half-maximal effect. Some of the compounds tested; count on the stated rates, not on these rows.

SMILES	Giardia FBPA inh
CCCC1OC2CC3C4CCC5=CC(=O)C=CC5(C)C4C(O)CC3(C)[C@]2(C(=O)CO)O1 (stereo partly specified)	-3%
O=C(Oc1ccccc1)N1CCC2(CC1)CN(C(c1ccccc1)c1ccccc1)C2	-4%
C=CCC(O)CC1C2C(CC(O)CC=C)C3C1C3C2OC(C)(C)C (stereo unspecified)	0%[12.9 µM]
C/C=C/C(=O)C[C@H]1CC[C@@H](C)[C@@H](CCO)O1	1%
O=C(Nc1ccccc1)N1CCCC2(CCN(C(=O)c3csnn3)CC2)C1	7%
C=C1[C@@H]2CC[C@H]3[C@@]4(C)C[C@@H](O[C@@H]5O[C@H](CO)[C@H](OS(=O)(=O)O)[C@@H](OS(=O)(=O)O)[C@@H]5OC(=O)CC(C)C)C[C@@H](C(=O)O)[C@H]4CC[C@@]3(C2)[C@H]1O	1%[21.7 µM]
CCCCC/C=C\C\C=C/C=C/C=C/[C@@H](O)[C@@H](O)CCCC(=O)O	2%
CCCn1c(C)nc2c(NCc3ccccc3)nc(C)nc21	0%
COc1ccc(CNc2ncncc2-c2ccc(C(=O)N(C)C)cc2)c(OC)c1	4%
CCCCCCCCCCCCCC(=O)N[C@@H](C)[C@H](O)c1ccccc1	3%
Cc1nc(NCCO)c2nc(-c3ccccc3)n(CCCN(C)C)c2n1	0%
Cc1ccc2c(c1)CC[C@H]1CC(=O)CC[C@@]21C	5%
CC1(C)CC[C@]2(C)CC[C@@]3(C)C(=CCC4[C@@]5(C)CCC(O)C(C)(C)C5CC[C@@]43C)C2C1 (stereo partly specified)	2%
COc1ncc2ncc(=O)n(CCC#N)c2n1	0%
CC(C)CN1CCCC2(CCN(C(=O)c3cccc(F)c3)CC2)C1	0%
CC1O[C@@H](O[C@H]2C(Oc3cc(O)c4c(c3)OC(c3ccc(O)cc3)CC4=O)OC(CO)C(O)C2O)C(O)C(O)C1O (stereo partly specified)	-1%
CC(=O)[C@@H]1[C@H]2[C@H](C(=O)[C@H]3OC[C@@H]2O3)[C@H]2C=Cc3ccccc3N21	22µM*
CCCN(CCC)C1Cc2cc(OC)c(OC)cc2C1	-4%&2%
Clc1ccccc1-c1ccc2ncnc(NCCN3CCOCC3)c2c1	5%
c1cc(CN2CCC3(CCNCC3)CC2)ccn1	4%
CC(O)CCCCCCC/C=C/C=C/C(N)=O (stereo unspecified)	2%[12.9 µM]
N#Cc1ccc(CN2CC[C@@]3(CCCN(C(=O)c4ccco4)C3)C2)cc1	0%
COc1ccc(NC(=O)N2CCCC3(CCN(C(=O)c4ccco4)CC3)C2)cc1	-7%
COCCn1c(=O)c(-c2cn(C)c3ccccc23)nc2cnc(Oc3cccc(Cl)c3)nc21	3%
COc1ccc(NC(=O)N2CCCC3(CCN(C(=O)c4cc(C(F)(F)F)cc(C(F)(F)F)c4)CC3)C2)cc1	-2%
Continuation.
SMILES	Giardia FBPA inh
CCc1c2c(nc3ccc(OC)cc13)COC2	-29%
CN1CC[C@@]2(CCCN(C(=O)c3cccn3C)C2)C1	-8%
CC(=O)OC1CC2C(C)(C)C(=O)C3OC3[C@]2(C)C2CC[C@@]3(C)C(c4ccoc4)OC(=O)C4OC43[C@]12C (stereo partly specified)	-1%
C=C(C)C(O)/C=C/c1ccc(Br)cc1 (stereo unspecified)	0%
COC(=O)C1(C(=O)OC)CC2=C[C@H](CC2=O)Cc2ccccc2[C@@H]1C[N+](=O)[O-]	-2%&1%
CC(C)=CCC/C(C)=C/CO/N=C1/C[C@@H](O)[C@@H](O)[C@@H]2[C@@H]3C(=O)N(C[C@@H]4CCCO4)C(=O)[C@H]3CC[C@H]12	-2%[12.9 µM]
COCCn1c(=O)cnc2cnc(N3CCN(C)CC3)nc21	1%
O=c1cnc2cnc(N3CCOCC3)nc2n1Cc1cccs1	?
CCNc1ncc2nc(-c3ccc(OC)cc3)c(=O)n(C)c2n1	-13%
COc1c(O)c(O)cc2c1oc1c3ccccc3oc(=O)c21	?
CC[C@]1(O)CC(O[C@@H]2CC(N(C)C)C(O)C(C)O2)c2c(cc3c(c2O)C(=O)c2c(O)ccc(O)c2C3=O)C1C(=O)OC (stereo partly specified)	-29%
CC1=C(C)CC(c2ccccc2)C(C(=O)c2ccccc2O)C1 (stereo unspecified)	1%[12.9 µM]
CCNc1ncc2nc(-c3cc(F)cc(F)c3)c(=O)n(-c3ccc(OC)cc3)c2n1	-17%
O=c1c(-c2cccc(F)c2)nc2cncnc2n1Cc1ccccc1	-4%
CC(C1OC(C)(C)C(O)C1O)C1CC[C@@]2(C)C3=CCC4C(C)(C)C(=O)CC[C@]4(C)C3CC[C@@]12C (stereo partly specified)	-1%
COc1ccc2c(c1)O[C@@H](c1ccc3c(c1)OCO3)[C@H](OC(=O)NCCc1ccc(OC)c(OC)c1)C2=O	-3%
Cc1ccccc1-c1ccc2ncnc(N(C)C)c2c1	-6%
Fc1ccc(CN(C2=NCCN2)c2c(Cl)cccc2Cl)cc1	-2%
C=C1C2CC[C@@]3(C)C(c4ccoc4)OC(=O)C[C@@]13OC1CC(O)C(C)(C)C(CC(=O)OC)[C@@]12C (stereo partly specified)	0%&1%
COCC(=O)N1CCC2(CC1)CCN(C(=O)Nc1ccc(OC)cc1)CC2	-2%
COc1ncc2nc(C)c(=O)n(Cc3ccc(F)cc3)c2n1	4%
CS(=O)(=O)Nc1cccc(-c2nc(-n3ccnc3)c3ccccc3n2)c1	-7%
C[C@@H](Cc1ccc(OCC(=O)O)cc1)NC[C@H](O)c1cccc(Cl)c1	-1%
NC(=O)c1ccc(N)nc1	5%
COc1ccc(NC(=O)N2CCC3(CC2)CCN(C(=O)c2csnn2)CC3)cc1	0%

18 successive records out of the list so far:
SMILES	Giardia FBPA inh
O=c1cnc2cnc(N3CCOCC3)nc2n1Cc1cccs1	?
CCNc1ncc2nc(-c3ccc(OC)cc3)c(=O)n(C)c2n1	-13%
COc1c(O)c(O)cc2c1oc1c3ccccc3oc(=O)c21	?
CC[C@]1(O)CC(O[C@@H]2CC(N(C)C)C(O)C(C)O2)c2c(cc3c(c2O)C(=O)c2c(O)ccc(O)c2C3=O)C1C(=O)OC (stereo partly specified)	-29%
CC1=C(C)CC(c2ccccc2)C(C(=O)c2ccccc2O)C1 (stereo unspecified)	1%[12.9 µM]
CCNc1ncc2nc(-c3cc(F)cc(F)c3)c(=O)n(-c3ccc(OC)cc3)c2n1	-17%
O=c1c(-c2cccc(F)c2)nc2cncnc2n1Cc1ccccc1	-4%
CC(C1OC(C)(C)C(O)C1O)C1CC[C@@]2(C)C3=CCC4C(C)(C)C(=O)CC[C@]4(C)C3CC[C@@]12C (stereo partly specified)	-1%
COc1ccc2c(c1)O[C@@H](c1ccc3c(c1)OCO3)[C@H](OC(=O)NCCc1ccc(OC)c(OC)c1)C2=O	-3%
Cc1ccccc1-c1ccc2ncnc(N(C)C)c2c1	-6%
Fc1ccc(CN(C2=NCCN2)c2c(Cl)cccc2Cl)cc1	-2%
C=C1C2CC[C@@]3(C)C(c4ccoc4)OC(=O)C[C@@]13OC1CC(O)C(C)(C)C(CC(=O)OC)[C@@]12C (stereo partly specified)	0%&1%
COCC(=O)N1CCC2(CC1)CCN(C(=O)Nc1ccc(OC)cc1)CC2	-2%
COc1ncc2nc(C)c(=O)n(Cc3ccc(F)cc3)c2n1	4%
CS(=O)(=O)Nc1cccc(-c2nc(-n3ccnc3)c3ccccc3n2)c1	-7%
C[C@@H](Cc1ccc(OCC(=O)O)cc1)NC[C@H](O)c1cccc(Cl)c1	-1%
NC(=O)c1ccc(N)nc1	5%
COc1ccc(NC(=O)N2CCC3(CC2)CCN(C(=O)c2csnn2)CC3)cc1	0%

Further results.
SMILES	Giardia FBPA inh
NC1=NCCCC1	10%
O=S(=O)(c1ccccc1)N1CCC[C@@]2(CCN(c3ccncc3)C2)C1	2%
COc1cc(/C=C/C(=O)N2CCCCC2=O)cc(OC)c1OC	9%
COC(=O)[C@H](C)NC(=O)C/C=C\[C@@H](C)[C@H]1C=C[C@H](O)[C@@H](CO)O1	-5%[12.9 µM]
CCCCCCCC/C=C\CCCCCCCC(=O)NCC(=O)O	5%
CC(=O)OC/C=C(\C)CC/C=C(\C)CC/C=C(\C)CC/C=C(\C)CC/C=C(\C)CC/C=C(\C)CC/C=C(\C)CC/C=C(\C)CCC=C(C)C	4%
COc1ccc(C(=O)N2CCC3(CCN(C(=O)Nc4ccccc4)CC3)CC2)cc1	0%
C[C@@H]1O[C@@H](OC[C@H]2O[C@@H](Oc3c(-c4cccc(O)c4O)oc4cc(O)cc(O)c4c3=O)[C@H](O)[C@@H](O)[C@@H]2O)[C@H](O)[C@H](O)[C@H]1O	-27%
CCOC(=O)CCN1C(=O)[C@H]2[C@H]3[C@H](O)[C@H](O)C/C(=N/O[C@@H]4O[C@@H](COC(C)=O)[C@@H](OC(C)=O)[C@@H](OC(C)=O)[C@H]4OC(C)=O)[C@H]3CC[C@@H]2C1=O	-1%[12.9 µM]
Cc1c(O)c(O)cc2c1CC=C1[C@]3(C)CC[C@]4(C)CC[C@@](C)(C(=O)O)CC4[C@]3(C)CC[C@]12C (stereo partly specified)	-11%
Cc1noc(C)c1C(=O)N1CCC2(CCCN(c3ccccn3)C2)CC1	-2%
C=CC1=C[C@@H](O)C2OC2C12OCCCO2 (stereo partly specified)	-2%[12.9 µM]
O=C(c1cccc(F)c1)N1CCC2(CCCN(c3ncccn3)C2)CC1	6%
COc1cc(O)c(C(=O)O)c(O)c1	5%
COC(=O)C1(C(=O)OC)C/C=C\C/C=C\c2ccccc2C1C[N+](=O)[O-] (stereo unspecified)	0%
COc1ccc2c(c1-c1c3c(cc(Br)c1OC)CCCC3)CCCC2	0%
COc1ccc(C(=O)N2CCC3(CC2)CN(CC(C)C)C3)cc1	1%
COC(=O)[C@H](Cc1ccccc1)NC(=O)O[C@@H]1C(=O)c2cc(Br)ccc2O[C@H]1c1ccc2c(c1)OCO2	0%
Clc1ccccc1-c1nccc(NCCN2CCOCC2)n1	5%
C[C@@H](C1[C@@H](O)CC2C3C=CC4C[C@@H](O)CC[C@]4(C)[C@H]3CC[C@@]21C)[C@@H]1CCCCN1 (stereo partly specified)	1%
Cc1ccccc1-c1cncnc1NC1CCNCC1	-3%
O=C(c1cnccn1)N1CCC2(CCCN(c3ccccn3)C2)CC1	-1%
Cc1cc(C)c(S(=O)(=O)OC[C@H]2C=CC[C@@H](CCC[C@H]3O[C@H](C(=O)OC(C)C)CC[C@@H]3C)O2)c(C)c1	0%
C#CC(C)OC(=O)c1nnc2c3ccccc3n(COC)c2n1 (stereo unspecified)	-3%[12.9 µM]
Cc1ccc(NC(=O)O[C@@H]2C(=O)c3cc(Br)ccc3O[C@H]2c2ccc3c(c2)OCO3)cc1Br	0%
Remaining list, next part.
SMILES	Giardia FBPA inh
CCC/C=C(\CCC)C(NC(=O)c1cccs1)c1ccc(C(F)(F)F)cc1 (stereo unspecified)	-3%
COc1ccc(Oc2ncc3nc(-c4ccc(F)cc4)c(=O)n(Cc4cccs4)c3n2)cc1	5%
CC(=O)OC1CCC2(O)CC1(C)CCC1C2CC1(C)C (stereo unspecified)	8%
N#CC(C#N)=C(N)/C(C#N)=C/c1ccc(O)cc1	0%
C=CCSSCC=C	-10%
CCN(CC)c1ncnc2c1ncn2[C@@H]1O[C@H](COP(=O)(O)OP(=O)(O)C(Br)(Br)P(=O)(O)O)[C@@H](O)[C@H]1O	-3%
CN(C)c1ncc2nc(CCc3ccccc3)c(=O)n(Cc3ccc(F)cc3)c2n1	-2%
Cc1nc2cnc(Nc3ccccc3)nc2n(C)c1=O	-4%
C[C@@H]1CCC2C(C)(C)C3CC21CC[C@@]3(C)O (stereo partly specified)	-3%
COc1cccc(Cn2c(=O)c(C)nc3cnc(Nc4ccccc4)nc32)c1	6%
COc1ccc(C(=O)N2CCC[C@@]3(CCN(C(=O)NC(C)C)C3)C2)cc1	7%
CO[C@H]1COC(=O)[C@H](C)NC(=O)C/C=C\[C@@H](C)[C@@H](NS(=O)(=O)c2ccc(C)cc2)COC(=O)[C@H](OCc2ccccc2)/C=C\[C@@H]1C	1%[12.9 µM]
Cc1nc2cncnc2n(C2CC2)c1=O	0%
CC(=O)OCC1OC(c2ccc(C(C)=O)cc2)C=CC1OC(C)=O (stereo unspecified)	4%[12.9 µM]
COc1ccc(C(=O)N2CCC[C@@]3(CCN(c4ccncc4)C3)C2)cc1	6%
CCCCCCCC1=Cc2ccccc2C(CC(C)=O)N1C(=O)OC (stereo unspecified)	2%&-2%[12.9 µM]
CCN1C(=O)[C@H]2[C@H]3[C@H](O)[C@H](O)C/C(=N/OC/C=C(\C)CCC=C(C)C)[C@@H]3CC[C@@H]2C1=O	0%[12.9 µM]
O=C(c1ccccc1)C1O[C@H]1c1ccccc1 (stereo partly specified)	1%
N#Cc1ccc(CN2CCCC3(CCN(C(=O)c4cc(C(F)(F)F)cc(C(F)(F)F)c4)CC3)C2)cc1	-6%
CCN1C(=O)N[C@@H](c2cccc(C(F)(F)F)c2)[C@@H](C(=O)OC)[C@H]1C	4%[12.9 µM]
COc1c2c(cc3c1C(NC(N)=O)[N+](C)(C)CC3)OCO2 (stereo unspecified)	4%
CO/N=C(/C)CCC(=O)OC[C@@H]1O[C@H](C#Cc2ccccc2)C=C[C@@H]1Oc1ccc(C)cc1	-2%[12.9 µM]
COc1ccccc1-c1nc(NCCc2cnc[nH]2)c2ccccc2n1	2%
COc1ccc2c(c1)C(=O)[C@H](OC(=O)NCc1ccc3c(c1)OCO3)[C@@H](c1ccc(OC)c(Br)c1)O2	0%
COc1ccc(NC(=O)N2CC[C@@]3(CCCN(S(C)(=O)=O)C3)C2)cc1	-9%
COc1ccc2[nH]cc(CCNc3ncncc3-c3ccccc3OC)c2c1	-11%
C=CC1=C2C=C(C3CC3)N(CC3CC3)C=C2C(=O)C(C)(OC(=O)c2ccco2)C1=O (stereo unspecified)	?
CCCN1CC(CSC)C[C@H]2c3cccc4[nH]cc(c34)C[C@H]21 (stereo partly specified)	6%
